LmPK inh = blocks Leishmania mexicana pyruvate kinase activity. Q27686. purified LmPK, Kinase-Glo ATP luminescence, 1 h. Potency, µM (series often up to 57.5 µM), for inactives: at the top dose activity change, negative = inhibition, usual class: inhibitors. 290,000 compounds, 0.37% hits. AID 1721
Target sequence (Q27686 whole entry, looked up): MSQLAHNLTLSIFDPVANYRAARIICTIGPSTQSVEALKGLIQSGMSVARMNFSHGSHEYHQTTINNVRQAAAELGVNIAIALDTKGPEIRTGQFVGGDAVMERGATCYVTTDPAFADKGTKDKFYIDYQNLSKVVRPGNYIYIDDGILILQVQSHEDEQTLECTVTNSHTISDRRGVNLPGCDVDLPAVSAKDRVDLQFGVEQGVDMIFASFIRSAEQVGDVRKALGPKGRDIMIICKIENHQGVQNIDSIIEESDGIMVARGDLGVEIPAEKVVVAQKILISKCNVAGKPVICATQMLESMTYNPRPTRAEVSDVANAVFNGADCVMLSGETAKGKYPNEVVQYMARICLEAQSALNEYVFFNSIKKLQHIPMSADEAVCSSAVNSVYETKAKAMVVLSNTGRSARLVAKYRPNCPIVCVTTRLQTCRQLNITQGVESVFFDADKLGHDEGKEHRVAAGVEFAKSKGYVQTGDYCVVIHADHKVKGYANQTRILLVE
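0.1 nM LmPK, 0.5 mM PEP, 0.1 mM ADP; 50 mM imidazole pH 7.2, 7 mM MgCl2, 50 mM KCl; 1 h RT. Kinase-Glo luminescence readout, normalized to no-enzyme (full inhibition) and uninhibited wells.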
Sm TGR inh = inhibitors of Schistosoma mansoni thioredoxin glutathione reductase; Q962Y6; purified TGR, DTNB reduction, TNB absorbance 405 nm; Potency, µM (top dose mostly 114 µM), for inactives: at the top dose activity change, negative = inhibition, actives largely listed as inhibitors; 360,000 compounds, 3% hits; AID 485364; also: nearly all actives have a fitted effect of over 60% in size
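TGR 20 nM + NADPH 100 uM (dispensed conc.), cpd preinc 15 min RT; start with NADPH (500 uM addition) then DTNB (15 mM addition). Kinetic TNB absorbance, 405 nm filter. Four-parameter Hill fit across titration.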
HCV inh = blocks hepatitis C virus. Potency, µM (top dose mostly 41.8 µM), without a hit: top-dose activity change, negative = inhibition, usual class: inhibitors. Huh7.5.1 HCVcc-Cre infection, luciferase reporter, 44 h. 340,000 compounds, 3.4% hits
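Seed cells (1,000/well) for 4 h; treat with compound and infect with HCVcc-Cre, moi about 0.5. Incubate 44 h, then detect luciferase activity.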
Pf growth 96h = inhibits malaria parasite growth, 96 h; 320,000 compounds, 6.9% hits; Potency, µM (top dose mostly 28.7 µM), without a hit: at the highest dose activity change, negative = inhibition, hits mostly inhibitors; P. falciparum luciferase reporter growth, 96 h
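Infected RBCs, 2% Hct / 0.05% parasitemia final; luciferase-reporter P. falciparum; cpd 96 h, 37 C, 5% CO2; luciferase detection reagent; luminescence.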
Tb PYK inh = blocks Trypanosoma brucei pyruvate kinase; TbPYK enzyme, Kinase-Glo Plus ATP luminescence, 45 min; Potency, µM (highest dose often 76.8 µM), for the others: at the top dose activity, negative = inhibition, usual class: inhibitors; 410,000 compounds, 0.12% hits; also: nearly all actives have a fitted effect of over 50% in size
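Enzyme and substrate buffer are dispensed first and compound is pin-transferred. ADP at 130 uM final then starts the reaction, which runs 45 min at room temperature. Detection reagent is added for 10 min before luminescence is imaged.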
Pf growth 48h = P. falciparum growth inhibition at 48 hours (one generation); Potency, µM (doses to about 28.7 µM), for inactives: at the highest dose activity change, negative = inhibition, usual class: inhibitors; AID 504832; P. falciparum luciferase growth in erythrocytes, 48 h; 310,000 compounds, 5.9% hits
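Cell-based growth assay: transgenic P. falciparum expressing firefly luciferase, cultured in red cells within RPMI 1640 containing 0.5% w/v Albumax, 24 mM bicarbonate and gentamycin. A drop in luciferase activity indicates inhibition.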
* = called active by the depositor; ? = inconclusive; . = no result given; & = joins results of further samples; [ ] = remark or other dose. Calls follow the shape of the dose curve; as a rule, active = well fitted curve in the direction sought with a large enough effect; inconclusive = small, poorly fitted or top-dose-only effect, or another doubt; inactive = no such curve, though single readings can be large; an effect the other way counts as inactive or inconclusive. % is scaled to controls: 0 for no effect and ±100 for the full control effect; potency is read from the fitted curve at half-maximal effect.

Compound	LmPK inh	Sm TGR inh	HCV inh	Pf growth 96h	Tb PYK inh	Pf growth 48h
COC(=O)c1c(NC(=O)C(Cl)Cl)sc2c1C(C(=O)OC)CC2 (configuration not stated)	5%	2%	?	-24%	-1%	-1%
Cc1cccc(NC(=O)C(C)Sc2nc3ccccc3c(=O)n2CCCN2CCOCC2)c1 (configuration not stated)	.	-4%	?	8.3µM*	-6%	13µM*
CCOC(=O)COc1nc(-c2ccco2)cc(-c2ccco2)c1C#N	13%	32µM*	-74%	0%	-9%	-13%
COc1cc2c(cc1NC(=O)CN1C(=O)NC3(CCc4ccccc43)C1=O)oc1ccccc12 (configuration not stated)	15%	17%[11.4 µM]	?	?	-8%	.
COc1ccc([C@H]2CC(=O)C=C(c3ccc(Cl)c(C(F)(F)F)c3)C2)cc1OC	.	-10%	?	?	3%	?
Cc1ccnc(-n2c(C)cc(C=C3C(=O)N(C)C(=S)N(C)C3=O)c2C)c1	9%	-14%	19%	29%	?	-2%
Cc1cc(=O)oc2c(CN3CCN(CCO)CC3)c(O)ccc12	-4%	-21%	-6%	11%	0%	10%
CCOC(=O)c1sc(N2C(=O)C(O)=C(C(=O)c3ccc(C)o3)C2c2cccc([N+](=O)[O-])c2)nc1C (configuration not stated)	2%	?	?	15µM*	3%	31%[activator]
c1ccc(Oc2cnc3ccccc3n2)cc1	-1%	-19%	2%	3%	4%	10%
Nc1nnc(-c2cc3c(ccc4ccccc43)oc2=O)s1	5%	4%	.	27%	.	12%
[O-]/C(=C(\C(=S)Nc1ccccc1F)[n+]1ccccc1)c1ccc(OC(F)F)cc1	0%	-29%	2%	53%[activator]	3%	48%[activator]
COC(=O)CSc1nc2sc3c(c2c(=O)[nH]1)CCC3	0%	-17%	32%[activator]	0%	-6%	-23%
Cc1nnc(SCC(=O)c2ccccc2F)n1Cc1ccccc1	0%	33%	-1%	139%[activator]	-19%	-13%
COC(=O)c1cccc(NC(=S)Nc2ccc(Cl)c(Cl)c2)c1	3%	22µM*	?	0%	1%	6%
O=C1c2oc3ccc(Cl)cc3c(=O)c2C(c2ccccn2)N1CCCN1CCOCC1 (configuration not stated)	-1%	13µM*	?	-25%	2%	?
Cc1cccc(NS(=O)(=O)c2cnc(Cl)c(Br)c2)n1	-3%	-2%	-4%	23%	-8%	3%
Nc1ccccc1Nc1ccncc1[N+](=O)[O-]	-8%	7%	12%	?	1%	43%[activator]
C/C(=N\NC(=O)c1ccccc1NC(=O)c1ccc(Cl)cc1)c1ccncc1	?	-4%	-23%	?	?	133%[activator]
CC(C)OP(=O)(OC(C)C)C(O)c1ccc(N(C)C)cc1 (configuration not stated)	-14%	3%	6%	8%	-7%	16%
O=C(CN1CCN(c2ccc(F)cc2)CC1)Nc1nnc(-c2ccccc2)s1	0%	0%	13%	?	-7%	60%[activator]
CN1CCN(c2ccccc2NC(=O)c2cccs2)CC1	-4%	0%	-12%	14%	-4%	-10%
CCOc1ccc(S(=O)(=O)Nc2cccc(C(=O)N(C)Cc3cccc(OC)c3OC)c2)cc1	-1%	-2%	12%	4%	2%	-11%
COc1cccc(C(=O)Nc2cc3c(cc2Cl)OCCCO3)c1	-10%	-4%	-7%	311%[activator]	8%	249%[activator]
O=C(CCCn1c(=S)[nH]c2ccccc2c1=O)NCc1ccco1	-1%	0%	-3%	?	-3%	-15%
OC(c1cccs1)c1nccc2ccccc12 (configuration not stated)	3%	-34%	0%	24%	-10%	18%

Full records, looked up by structure. Values in the order: LmPK inh	Sm TGR inh	HCV inh	Pf growth 96h	Tb PYK inh	Pf growth 48h
Record of C/C(=N\NC(=O)c1ccccc1NC(=O)c1ccc(Cl)cc1)c1ccncc1 → ?	-4%	-23%	?	?	133%[activator]
Record of CN1CCN(c2ccccc2NC(=O)c2cccs2)CC1 → -4%	0%	-12%	14%	-4%	-10%
Record of O=C1c2oc3ccc(Cl)cc3c(=O)c2C(c2ccccn2)N1CCCN1CCOCC1 (configuration not stated) → -1%	13µM*	?	-25%	2%	?
Record of COC(=O)CSc1nc2sc3c(c2c(=O)[nH]1)CCC3 → 0%	-17%	32%[activator]	0%	-6%	-23%

The listing picks up; the 3 compounds before the break are reprinted first.
Compound	LmPK inh	Sm TGR inh	HCV inh	Pf growth 96h	Tb PYK inh	Pf growth 48h
COc1cccc(C(=O)Nc2cc3c(cc2Cl)OCCCO3)c1	-10%	-4%	-7%	311%[activator]	8%	249%[activator]
O=C(CCCn1c(=S)[nH]c2ccccc2c1=O)NCc1ccco1	-1%	0%	-3%	?	-3%	-15%
OC(c1cccs1)c1nccc2ccccc12 (configuration not stated)	3%	-34%	0%	24%	-10%	18%
Cc1cc(C(=O)NNC(=O)CN2C(=O)NC(C)(c3ccccc3)C2=O)c(C)o1 (configuration not stated)	.	-1%	10%	0%	-6%	10%
COCCNC(=O)CN(C(=O)CCC(=O)Nc1nccs1)c1ccccc1OC	0%	-20%	16%	-3%	-12%	9%
COc1ccccc1-c1nnc(NC(=O)C(C)Sc2nncn2C)s1 (configuration not stated)	16%[11.5 µM]	5%	7%	-4%	0%	22%
COc1ccc(CNC(=O)c2ccc(Cn3cc(Br)cn3)o2)cc1	1%	?	-14%	38%[activator]	4%	-14%
O=C(COc1ccc(S(=O)(=O)N2CCCC2)cc1)NCC1CCCO1 (configuration not stated)	-2%	14%	14%	-6%	-11%	-11%
O=C(CCC(=O)Nc1cccc2ccccc12)N/N=C/c1ccco1	-2%	-5%	-24%	-7%	1%	13%
O=C(CSc1ccc(F)cc1)NC(=O)NCc1ccccc1	5%	-7%	-4%	39%[activator]	2%	-6%
O=C(COc1ccc2c3c(c(=O)oc2c1)CCC3)NCCCN1CCCC1=O	-10%	-11%	0%	?	-3%	4%
CCN(CC)C(=O)C1CC(=O)N(c2ccc(OC)cc2)C1c1ccc(OC)cc1 (configuration not stated)	-1%	-15%	-8%	.	-6%	?
CCn1nnnc1-c1ccc(OC)c(S(=O)(=O)NCc2ccccc2)c1	-2%	?	7%	.	-4%	28%
O=C(/C=C/c1ccc2c(c1)OCO2)NCc1ccco1	-5%	40µM*	-5%	70%[activator]	0%	34%[activator]
C[C@@H](C(=O)N1CCNCC1)n1cc(CCC(=O)O)nn1	4%	-12%	24%	0%	1%	8%
Cc1ccc(S(=O)(=O)CC(=O)NCc2ccccc2)cc1	-6%	?	-3%	10%	-2%	0%
COc1ccc(OCCCC(=O)OCC(=O)NNC(=O)c2ccc([N+](=O)[O-])cc2)cc1	.	2%	1%[8.37 µM]	35%[activator]	1%	40%[activator]
CCCCC(CC)C(=O)Nc1cc(=O)[nH]c2nc3ccccc3n12 (configuration not stated)	4%	-4%	-9%	0%	-8%	16%
Cc1oc2c(C)c3oc(=O)c(CCC(=O)O)c(C)c3cc2c1-c1ccccc1	0%	-1%	18%	14%	2%	.
CCCN(CC(=O)Nc1ccccc1OC)C(=O)c1ccc(S(=O)(=O)NCc2ccco2)cc1	.	-5%	-24%	?	2%	?
N/C(=N\OC(=O)COc1ccc(Cl)cc1)c1ccc(Cl)cc1	-2%	3%	5%	39%[activator]	-2%	11%
COc1ccc(CCC(C)NCc2cc(OC)cc(OC)c2)cc1 (configuration not stated)	-2%	-2%	-30%	6%	1%	-22%
CCCN(CCC)CCCNC(=O)c1cc2cc3ccc(Cl)cc3nc2o1	-3%	-3%	?	1%	-2%	5%[0.00184 µM]
CC(=O)c1ccc(N2CCN(S(=O)(=O)c3c(C)[nH]c(C)c3C(=O)N3CCCC3)CC2)cc1	0%	-9%	13%	-45%	2%	4%
Cc1ccc(C(=O)N2CCN(c3ccccc3Cl)CC2)cc1[N+](=O)[O-]	-8%	3%	?	21%	0%	?
CCCCN(CCCNC(=O)C1CCN(S(=O)(=O)N2CCOCC2)CC1)c1ccccc1	-1%	16%	?	9%	-1%	?
O=C(O)c1ccccc1OC(C(=O)Nc1cc(Cl)cc(Cl)c1)c1ccccc1 (configuration not stated)	-10%	0%	-15%	?	2%	12µM*
COc1cccc(Cn2c(C3CC3)nc3ccc(NC(=O)c4ccco4)cc3c2=O)c1	1%	1%	?	.	.	3.7µM*
O=C(Cc1ccccc1)NC1(Cc2ccc(O)cc2)CCCCC1	0%	.	7%	-1%	11%	-28%
CCCn1c(=S)[nH]c2cc(C(=O)NCC3CCCO3)ccc2c1=O (configuration not stated)	7%	13%	?	1%	-10%	16%
CCCNC(=O)c1ccc(-c2nc3ccccc3s2)s1	?	0%	?	-91%	0%	.
CC(C)C(NC(=O)c1ccccc1Cl)C(=O)OCc1nc2scc(-c3ccccc3Cl)c2c(=O)[nH]1 (configuration not stated)	2%	-6%	3%	-12%	-8%	1%
COc1ccc(/C=N/Nc2cn[nH]c(=O)c2Cl)cc1	1%	0%	-25%	19%	2%	.
COc1ccc(-c2oc(=O)c3cc(OC)c(OC)cc3c2-c2cc(F)cc(OC)c2)cc1	.	0%	?	2.9µM*	3%	?
COC(=O)CNC(=O)C(Cc1c[nH]c2ccccc12)NC(=O)Oc1ccccc1 (configuration not stated)	1%	3%	1%	4%	0%	-4%
CCN1CCN(CC(=O)c2c[nH]c3ccc(C)cc23)CC1	3%	-7%	-8%	.	0%	3%
COc1cc2cc(C#N)c(SCC(=O)Nc3cc(C)on3)nc2cc1OC	-2%	-1%	5%	1%	4%	?
CCCC(=O)Nc1ccc(C(=O)NN=C(C2CC2)C2CC2)cc1	-3%	0%	-17%	12%	-2%	8%
Cc1ccc(C(=O)OCC(=O)NCc2ccc(F)cc2)o1	.	-4%	1%	-4%	-2%	10%
Cc1ccc(N2C(=O)N(CC(=O)N3CCCc4ccccc43)C(=O)C2C)cc1 (configuration not stated)	0%	1%	-2%	61%[activator]	1%	22%
CC1SCC(NC(=O)c2ccccc2Cl)CS1 (configuration not stated)	2%	24%	?	97%[activator]	0%	70%[activator]
Cc1cc(C)c2cc(CNC3CCCC3)c(Cl)nc2c1	6%	7%	?	-14%	1%	?
Cn1cnnc1-c1cccc(NC(=O)c2cc(F)c(F)cc2Cl)c1	4%	.	8%	?	0%	7%
Cc1nc(SC(C)C(=O)NC2CCCCC2C)c2c(C)c(C)sc2n1 (configuration not stated)	4%	-7%	12%	15µM*	9%	8%
Cc1ccc(Nc2nc(N3CCOCC3)c3ccccc3n2)cc1	15%	18%[11.4 µM]	?	10µM*	-2%	.
CCC(C)(C)C1CCC(=NNC(=O)c2ccc(Br)o2)CC1 (configuration not stated)	-4%	2%	5%	5%	-13%	9%
CC(C)(C)C(=O)NC(=S)Nc1cc(C(=O)O)ccc1Cl	2%	-12%	12%	1%	4%	6%
Cc1nn(Cc2ccc(Cl)cc2Cl)c(C)c1NC(=O)c1sc2ccccc2c1Cl	2%	?	-17%	11%	1%	-17%
COc1ccc(Cc2nc3ccccc3[nH]c2=O)cc1	7%	1%&2%	12%	0%	-1%&0%	-21%
O=C(c1cncc(Br)c1)N1CCN(c2ccc(N3CCOCC3)nn2)CC1	-1%	2%	15%	?	2%	.
Cc1cc(-c2nn3c(-c4ccccc4)nnc3s2)c2ccccc2n1	5%	4%	?	26%	-15%	?
COC(=O)c1ccccc1NC(=S)NC(=O)c1ccccc1F	0%	22µM*	6%	17%	-11%	7%

Screening data: PubChem BioAssay, National Center for Advancing Translational Sciences (NCATS)
